HT1080_viability – cytotoxicity in HT1080 fibrosarcoma cells, cell-based, fluorescence readout (AID 620); HT1080 viability, fluorescence; higher % means a stronger effect; cytotoxicity, % at 10 µM, or EC50 in µM where a hit was titrated; 87,000 tested, 0.42% active; in the data active = cytotoxicity above about 50%;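 note: cells exposed to compound overnight then 4 h with Alamar Blue; 0% = vehicle DMSO and 100% = killing control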
Starred values were filed as active, the others as inactive. A portion of the library. The share of hits here may be higher or lower than overall.

A first look, 2 compounds:
SMILES HT1080_viability
c1ccc(CC2=NCCN2)cc1 -18%
CCOc1ccc(C(=O)OCCN(CC)CC)cc1 -13%

The whole of this part, previewed entries included:
SMILES HT1080_viability
c1ccc(CC2=NCCN2)cc1 -18%
CCOc1ccc(C(=O)OCCN(CC)CC)cc1 -13%
CN1CCN(CCC(=O)N2c3ccccc3Sc3ccc(C(F)(F)F)cc32)CC1 -1%
